NFkB transloc pot: enhances IL-1B driven NFkB nuclear translocation. AID 819. 94,000 compounds, 0.3% hits. HUVEC IL-1B NFkB p65 nuclear translocation imaging. activation, % at 2 µM;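 active = activation above 40%, about the mean plus 3 SD, also judged a hit on visual image review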;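 note: percent activation is computed from the nuclear over cytoplasmic p65 intensity ratio; values of inactives mirror those of a sister screen read the other way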
MRP reversal: reverses drug resistance mediated by MRP; H69AR cells + 2 uM doxorubicin, CellTiter-Glo, 72 h; differential viability (reversal), % at 10 µM; AID 602; 85,000 compounds, 0.04% hits;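 active = viability drop by adding the cancer drug above about 55%, with treated viability meeting a 40% cutoff, limit read from the data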;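 note: viability without doxorubicin minus viability with 2 µM doxorubicin for each compound; larger differential means the compound sensitizes cells more to doxorubicin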
Bcl-B displacement: displacers of TR3 peptide from Bcl-B, primary screen, selectivity assay for Bfl-1 inhibitor project, biochemical, fluorescence polarization; AID 748; 96,000 compounds, 0.11% hits; FP displacement of FITC-TR3 peptide from Bcl-B; higher % means a stronger effect; displacement, % at 20 µM; hits with a dose series show IC50 in µM;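 active = displacement above 50% at 20 µM plus a fluorescence interference ratio under 1.5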;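 note: plate controls were wells without compound for no effect and wells lacking Bcl-B protein for full effect; a part of the inactive calls stands beside numbers as strong as those of hits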
PLAP inhibitors HTS: PLAP enzyme inhibitors, biochemical, luminescence, HTS (AID 690); purified PLAP, luminescent substrate; higher % means a stronger effect; 96,000 compounds, 0.08% hits; inhibition, % at 20 µM, or IC50 in µM where a hit was titrated; in the data active = a potency from the dose series; inactive = the rest, 99 in 100 with inhibition below about 30%; note: strong numbers were not always called active
IL1B NFkB inh: blocks IL-1B driven NFkB nuclear translocation in HUVEC cells; HUVEC IL-1B NFkB p65 nuclear translocation imaging; inhibition, % at 2 µM; 94,000 compounds, 0.43% hits; AID 796;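 active = inhibition above about 30% together with a positive call from visual inspection of the well image, limit read from the data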;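 note: nuclear over cytoplasmic p65 intensity ratio measured by imaging; 0% = IL-1B stimulated DMSO wells and 100% = unstimulated DMSO wells; values of inactives mirror those of a sister screen read the other way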
MRP reversal cytotoxicity: recorded beside MRP reversal, whose call it bears; viability, %; H69AR cells, CellTiter-Glo, 72 h; measured here: cytotoxicity without doxorubicin
MRP reversal with doxorubicin: also measured in MRP reversal; calls as there; viability, %; measured here: viability with 2 uM doxorubicin; hits give low values
IL1B NFkB inh cell count 2 µM: further read-out of IL1B NFkB inh, marked with its call; cell count; measured here: cells passing quality filter;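 raw number of nuclei counted in each imaged well without normalization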
NFkB transloc pot cell count 2 µM: second read-out of NFkB transloc pot, no call of its own (marks repeat the call); cell count; measured here: cells passing quality filter
* hit, by the source's call. This is a subset (hit frequency here may not be typical).

Results for CCOC(=O)C1CCCN(C(=O)C(C)Oc2ccc(Cl)cc2Cl)C1 (configuration not stated) ?
NFkB transloc pot: 4; MRP reversal: 13; Bcl-B displacement: 1%; PLAP inhibitors HTS: -12%; IL1B NFkB inh: -4; MRP reversal cytotoxicity: 79; MRP reversal with doxorubicin: 67; IL1B NFkB inh cell count 2 µM: 177; NFkB transloc pot cell count 2 µM: 177

How did Cc1noc(C)c1C(=O)N1CCc2ccccc2C1 do in these assays?
NFkB transloc pot: 27; MRP reversal: 29; Bcl-B displacement: 0%; PLAP inhibitors HTS: -17%; IL1B NFkB inh: -27; MRP reversal cytotoxicity: 102; MRP reversal with doxorubicin: 72; IL1B NFkB inh cell count 2 µM: 110; NFkB transloc pot cell count 2 µM: 110

Results for O=C(CCS(=O)(=O)Cc1ccccc1F)N1CCc2ccccc2C1 ?
NFkB transloc pot: -8; MRP reversal: 2; Bcl-B displacement: -8%; PLAP inhibitors HTS: 14%; IL1B NFkB inh: 8; MRP reversal cytotoxicity: 95; MRP reversal with doxorubicin: 93; IL1B NFkB inh cell count 2 µM: 134; NFkB transloc pot cell count 2 µM: 134

How did Cc1cc(-n2c(C)cc(C(=O)CSc3nnnn3-c3ccccc3)c2C)no1 do in these assays?
NFkB transloc pot: -2; MRP reversal: -4; Bcl-B displacement: 2%; PLAP inhibitors HTS: 14%; IL1B NFkB inh: 2; MRP reversal cytotoxicity: 83; MRP reversal with doxorubicin: 87; IL1B NFkB inh cell count 2 µM: 186; NFkB transloc pot cell count 2 µM: 186

What do the screens show for `CCC(C)(C)NC(=O)C(c1ccc(C)cc1)N(CC1CCCO1)C(=O)CNC(=O)c1cccs1` (configuration not stated)?
NFkB transloc pot: 2; Bcl-B displacement: -7%; PLAP inhibitors HTS: -26%; IL1B NFkB inh: -2; IL1B NFkB inh cell count 2 µM: 135; NFkB transloc pot cell count 2 µM: 135

Results for COc1ccc(N2C(=O)C(CC(=O)O)S/C2=C\C(C)=O)cc1 (configuration not stated) ?
MRP reversal: -4; Bcl-B displacement: 4%; PLAP inhibitors HTS: -14%; MRP reversal cytotoxicity: 94; MRP reversal with doxorubicin: 98

Results for COc1ccc(Cc2nnc(SCC(=O)Nc3nc(C)cs3)o2)cc1 ?
NFkB transloc pot: 12; MRP reversal: -2; Bcl-B displacement: 4%; PLAP inhibitors HTS: -18%; IL1B NFkB inh: -12; MRP reversal cytotoxicity: 81; MRP reversal with doxorubicin: 83; IL1B NFkB inh cell count 2 µM: 97; NFkB transloc pot cell count 2 µM: 97

What do the screens show for `O=c1[nH][nH]c2nc(C(F)(F)F)cc(C(F)(F)F)c12`?
NFkB transloc pot: 4; MRP reversal: 5; Bcl-B displacement: -10%; PLAP inhibitors HTS: 16%; IL1B NFkB inh: -4; MRP reversal cytotoxicity: 98; MRP reversal with doxorubicin: 93; IL1B NFkB inh cell count 2 µM: 132; NFkB transloc pot cell count 2 µM: 132

How did O=C(Nc1ccccc1-c1nnn(CC(=O)N2CCCc3ccccc32)n1)c1ccc(Cl)cc1 do in these assays?
NFkB transloc pot: 20; MRP reversal: -15; IL1B NFkB inh: -20; MRP reversal cytotoxicity: 103; MRP reversal with doxorubicin: 118; IL1B NFkB inh cell count 2 µM: 101; NFkB transloc pot cell count 2 µM: 101

How did c1ccc(COc2ccc(OCCOCCn3cncn3)cc2)cc1 do in these assays?
NFkB transloc pot: -9; MRP reversal: 10; Bcl-B displacement: 0%; PLAP inhibitors HTS: 9%; IL1B NFkB inh: 9; MRP reversal cytotoxicity: 99; MRP reversal with doxorubicin: 90; IL1B NFkB inh cell count 2 µM: 191; NFkB transloc pot cell count 2 µM: 191

Results for COc1ccccc1CNC(=O)[C@@H]1CCCN1C(=O)C1CCN(S(=O)(=O)c2ccc(C)cc2)CC1 ?
MRP reversal: 23; Bcl-B displacement: 6%; PLAP inhibitors HTS: -60%; MRP reversal cytotoxicity: 85; MRP reversal with doxorubicin: 62

Results for C=CCn1c(Cc2cccs2)nnc1SCC(=O)Nc1cc(OC)cc(OC)c1 ?
NFkB transloc pot: -1; MRP reversal: 5; Bcl-B displacement: 10%; PLAP inhibitors HTS: -52%; IL1B NFkB inh: 1; MRP reversal cytotoxicity: 93; MRP reversal with doxorubicin: 87; IL1B NFkB inh cell count 2 µM: 110; NFkB transloc pot cell count 2 µM: 110

What do the screens show for `COC(=O)c1ccc(NC(=O)c2cn(-c3cccc(C)n3)cn2)cc1`?
NFkB transloc pot: -4; Bcl-B displacement: -27%; PLAP inhibitors HTS: 1%; IL1B NFkB inh: 4; IL1B NFkB inh cell count 2 µM: 84; NFkB transloc pot cell count 2 µM: 84

How did CCOC(=O)/C=c1\s/c(=C\c2c(OCC)ccc3ccccc23)c(=O)n1CC(=O)NCC1CCCO1 (configuration not stated) do in these assays?
NFkB transloc pot: 12; MRP reversal: -42; Bcl-B displacement: -65%; PLAP inhibitors HTS: -38%; IL1B NFkB inh: -12; MRP reversal cytotoxicity: 30; MRP reversal with doxorubicin: 72; IL1B NFkB inh cell count 2 µM: 142; NFkB transloc pot cell count 2 µM: 142

What do the screens show for `COc1ccc(C(=O)NCC(c2ccc(F)cc2)N2CCOCC2)cc1S(=O)(=O)N1CCCC1` (configuration not stated)?
NFkB transloc pot: 18; MRP reversal: 16; Bcl-B displacement: 3%; PLAP inhibitors HTS: -25%; IL1B NFkB inh: -18; MRP reversal cytotoxicity: 96; MRP reversal with doxorubicin: 79; IL1B NFkB inh cell count 2 µM: 72; NFkB transloc pot cell count 2 µM: 72

What do the screens show for `COc1ccc(Nc2nnc(-c3ccc(N4CCOCC4)c([N+](=O)[O-])c3)c3ccccc23)cc1`?
NFkB transloc pot: 1; Bcl-B displacement: 0%; PLAP inhibitors HTS: -17%; IL1B NFkB inh: -1; IL1B NFkB inh cell count 2 µM: 186; NFkB transloc pot cell count 2 µM: 186

What do the screens show for `COCCn1c(C)nc2oc3ccc(Br)cc3c(=O)c2c1=O`?
NFkB transloc pot: 28; MRP reversal: 11; Bcl-B displacement: -49%; PLAP inhibitors HTS: -33%; IL1B NFkB inh: -28; MRP reversal cytotoxicity: 100; MRP reversal with doxorubicin: 89; IL1B NFkB inh cell count 2 µM: 127; NFkB transloc pot cell count 2 µM: 127

Results for COc1cccc(N2CCN(Cc3nc(N)nc(N4CCCc5ccccc54)n3)CC2)c1 ?
NFkB transloc pot: -3; Bcl-B displacement: 11%; PLAP inhibitors HTS: -46%; IL1B NFkB inh: 3; IL1B NFkB inh cell count 2 µM: 176; NFkB transloc pot cell count 2 µM: 176

Results for C=CCOc1ccc(/C(O)=C2/C(=O)C(=O)N(CCCn3ccnc3)C2c2cccs2)cc1 (configuration not stated) ?
NFkB transloc pot: 26; MRP reversal: -14; Bcl-B displacement: -3%; PLAP inhibitors HTS: -54%; IL1B NFkB inh: -26; MRP reversal cytotoxicity: 49; MRP reversal with doxorubicin: 63; IL1B NFkB inh cell count 2 µM: 139; NFkB transloc pot cell count 2 µM: 139

Results for CC(C(=O)OCC(=O)Nc1ncc(Cl)cc1Cl)N1C(=O)c2ccccc2C1=O (configuration not stated) ?
NFkB transloc pot: -7; MRP reversal: -15; Bcl-B displacement: 21%; PLAP inhibitors HTS: 2%; IL1B NFkB inh: 7; MRP reversal cytotoxicity: 88; MRP reversal with doxorubicin: 103; IL1B NFkB inh cell count 2 µM: 183; NFkB transloc pot cell count 2 µM: 183

How did CC(C)C(NC(=O)C1CCCCC1)C(=O)Nc1ccccn1 (configuration not stated) do in these assays?
NFkB transloc pot: -1; MRP reversal: -8; Bcl-B displacement: -12%; PLAP inhibitors HTS: 8%; IL1B NFkB inh: 1; MRP reversal cytotoxicity: 94; MRP reversal with doxorubicin: 102; IL1B NFkB inh cell count 2 µM: 123; NFkB transloc pot cell count 2 µM: 123

What do the screens show for `CCCN(CCC)S(=O)(=O)c1cccc(C(=O)Nc2ccc3c(c2)OCO3)c1`?
NFkB transloc pot: -13; MRP reversal: -18; Bcl-B displacement: -13%; PLAP inhibitors HTS: 16%; IL1B NFkB inh: 13; MRP reversal cytotoxicity: 53; MRP reversal with doxorubicin: 70; IL1B NFkB inh cell count 2 µM: 138; NFkB transloc pot cell count 2 µM: 138

What do the screens show for `O=c1[nH]ncn1-c1ccccc1C(F)(F)F`?
NFkB transloc pot: -3; Bcl-B displacement: -2%; PLAP inhibitors HTS: -4%; IL1B NFkB inh: 3; IL1B NFkB inh cell count 2 µM: 127; NFkB transloc pot cell count 2 µM: 127

What do the screens show for `O=S(=O)(NCCO)c1cccc2cccnc12`?
NFkB transloc pot: 32; MRP reversal: 1; Bcl-B displacement: 0%; PLAP inhibitors HTS: 13%; IL1B NFkB inh: -32; MRP reversal cytotoxicity: 91; MRP reversal with doxorubicin: 90; IL1B NFkB inh cell count 2 µM: 185; NFkB transloc pot cell count 2 µM: 185

Results for CC(=O)Nc1ccc(NS(=O)(=O)c2ccc3ccccc3c2)cc1 ?
NFkB transloc pot: 15; MRP reversal: 11; Bcl-B displacement: -5%; PLAP inhibitors HTS: 5%; IL1B NFkB inh: -15; MRP reversal cytotoxicity: 107; MRP reversal with doxorubicin: 96; IL1B NFkB inh cell count 2 µM: 87; NFkB transloc pot cell count 2 µM: 87

Results for O=C(Nc1ncc2c(n1)-c1ccccc1CC2)c1ccccc1 ?
NFkB transloc pot: 22; Bcl-B displacement: 3%; PLAP inhibitors HTS: 25%; IL1B NFkB inh: -22; IL1B NFkB inh cell count 2 µM: 181; NFkB transloc pot cell count 2 µM: 181

Results for CCOC(=O)c1cccc(C(=O)OCC)n1 ?
NFkB transloc pot: 8; MRP reversal: -14; Bcl-B displacement: 0%; PLAP inhibitors HTS: -11%; IL1B NFkB inh: -8; MRP reversal cytotoxicity: 96; MRP reversal with doxorubicin: 110; IL1B NFkB inh cell count 2 µM: 159; NFkB transloc pot cell count 2 µM: 159

What do the screens show for `CCCCOC(=S)NC(=O)c1sc2ccccc2c1Cl`?
NFkB transloc pot: 9; Bcl-B displacement: -1%; PLAP inhibitors HTS: 2%; IL1B NFkB inh: -9; IL1B NFkB inh cell count 2 µM: 170; NFkB transloc pot cell count 2 µM: 170

How did Cc1cc(C)n2c(SCC(=O)Nc3c(C)n(C)n(-c4ccccc4)c3=O)nnc2n1 do in these assays?
NFkB transloc pot: -8; Bcl-B displacement: 33%; PLAP inhibitors HTS: 2%; IL1B NFkB inh: 8; IL1B NFkB inh cell count 2 µM: 191; NFkB transloc pot cell count 2 µM: 191

Results for CCOCCOC(=O)C1=C(C)N(C)C(=O)NC1c1ccccc1Cl (configuration not stated) ?
MRP reversal: 15; Bcl-B displacement: 5%; PLAP inhibitors HTS: -16%; MRP reversal cytotoxicity: 95; MRP reversal with doxorubicin: 81

An excerpt from above in order of number of heavy atoms, highest first.
How did Cc1cc(C)n2c(SCC(=O)Nc3c(C)n(C)n(-c4ccccc4)c3=O)nnc2n1 do in these assays?
NFkB transloc pot: -8; Bcl-B displacement: 33%; PLAP inhibitors HTS: 2%; IL1B NFkB inh: 8; IL1B NFkB inh cell count 2 µM: 191; NFkB transloc pot cell count 2 µM: 191

Results for O=C(Nc1ncc2c(n1)-c1ccccc1CC2)c1ccccc1 ?
NFkB transloc pot: 22; Bcl-B displacement: 3%; PLAP inhibitors HTS: 25%; IL1B NFkB inh: -22; IL1B NFkB inh cell count 2 µM: 181; NFkB transloc pot cell count 2 µM: 181

What do the screens show for `O=c1[nH]ncn1-c1ccccc1C(F)(F)F`?
NFkB transloc pot: -3; Bcl-B displacement: -2%; PLAP inhibitors HTS: -4%; IL1B NFkB inh: 3; IL1B NFkB inh cell count 2 µM: 127; NFkB transloc pot cell count 2 µM: 127

Source: PubChem BioAssay (several laboratories)
